Bioassay records from PubChem BioAssay.
Cav3 T inh: blocks human Cav3.2 T-type calcium channel; AID 449739; B-score at 10 µM; Cav3.2-expressing cells, Fluo-4 calcium fluorescence FDSS; hits give low values; 4% of 100,000 active;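 active means single-dose well whose peak fluorescence ratio is a statistical outlier from its plate by either plate-standardised score or position-corrected B-score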
Target sequence (O95180 whole entry, looked up): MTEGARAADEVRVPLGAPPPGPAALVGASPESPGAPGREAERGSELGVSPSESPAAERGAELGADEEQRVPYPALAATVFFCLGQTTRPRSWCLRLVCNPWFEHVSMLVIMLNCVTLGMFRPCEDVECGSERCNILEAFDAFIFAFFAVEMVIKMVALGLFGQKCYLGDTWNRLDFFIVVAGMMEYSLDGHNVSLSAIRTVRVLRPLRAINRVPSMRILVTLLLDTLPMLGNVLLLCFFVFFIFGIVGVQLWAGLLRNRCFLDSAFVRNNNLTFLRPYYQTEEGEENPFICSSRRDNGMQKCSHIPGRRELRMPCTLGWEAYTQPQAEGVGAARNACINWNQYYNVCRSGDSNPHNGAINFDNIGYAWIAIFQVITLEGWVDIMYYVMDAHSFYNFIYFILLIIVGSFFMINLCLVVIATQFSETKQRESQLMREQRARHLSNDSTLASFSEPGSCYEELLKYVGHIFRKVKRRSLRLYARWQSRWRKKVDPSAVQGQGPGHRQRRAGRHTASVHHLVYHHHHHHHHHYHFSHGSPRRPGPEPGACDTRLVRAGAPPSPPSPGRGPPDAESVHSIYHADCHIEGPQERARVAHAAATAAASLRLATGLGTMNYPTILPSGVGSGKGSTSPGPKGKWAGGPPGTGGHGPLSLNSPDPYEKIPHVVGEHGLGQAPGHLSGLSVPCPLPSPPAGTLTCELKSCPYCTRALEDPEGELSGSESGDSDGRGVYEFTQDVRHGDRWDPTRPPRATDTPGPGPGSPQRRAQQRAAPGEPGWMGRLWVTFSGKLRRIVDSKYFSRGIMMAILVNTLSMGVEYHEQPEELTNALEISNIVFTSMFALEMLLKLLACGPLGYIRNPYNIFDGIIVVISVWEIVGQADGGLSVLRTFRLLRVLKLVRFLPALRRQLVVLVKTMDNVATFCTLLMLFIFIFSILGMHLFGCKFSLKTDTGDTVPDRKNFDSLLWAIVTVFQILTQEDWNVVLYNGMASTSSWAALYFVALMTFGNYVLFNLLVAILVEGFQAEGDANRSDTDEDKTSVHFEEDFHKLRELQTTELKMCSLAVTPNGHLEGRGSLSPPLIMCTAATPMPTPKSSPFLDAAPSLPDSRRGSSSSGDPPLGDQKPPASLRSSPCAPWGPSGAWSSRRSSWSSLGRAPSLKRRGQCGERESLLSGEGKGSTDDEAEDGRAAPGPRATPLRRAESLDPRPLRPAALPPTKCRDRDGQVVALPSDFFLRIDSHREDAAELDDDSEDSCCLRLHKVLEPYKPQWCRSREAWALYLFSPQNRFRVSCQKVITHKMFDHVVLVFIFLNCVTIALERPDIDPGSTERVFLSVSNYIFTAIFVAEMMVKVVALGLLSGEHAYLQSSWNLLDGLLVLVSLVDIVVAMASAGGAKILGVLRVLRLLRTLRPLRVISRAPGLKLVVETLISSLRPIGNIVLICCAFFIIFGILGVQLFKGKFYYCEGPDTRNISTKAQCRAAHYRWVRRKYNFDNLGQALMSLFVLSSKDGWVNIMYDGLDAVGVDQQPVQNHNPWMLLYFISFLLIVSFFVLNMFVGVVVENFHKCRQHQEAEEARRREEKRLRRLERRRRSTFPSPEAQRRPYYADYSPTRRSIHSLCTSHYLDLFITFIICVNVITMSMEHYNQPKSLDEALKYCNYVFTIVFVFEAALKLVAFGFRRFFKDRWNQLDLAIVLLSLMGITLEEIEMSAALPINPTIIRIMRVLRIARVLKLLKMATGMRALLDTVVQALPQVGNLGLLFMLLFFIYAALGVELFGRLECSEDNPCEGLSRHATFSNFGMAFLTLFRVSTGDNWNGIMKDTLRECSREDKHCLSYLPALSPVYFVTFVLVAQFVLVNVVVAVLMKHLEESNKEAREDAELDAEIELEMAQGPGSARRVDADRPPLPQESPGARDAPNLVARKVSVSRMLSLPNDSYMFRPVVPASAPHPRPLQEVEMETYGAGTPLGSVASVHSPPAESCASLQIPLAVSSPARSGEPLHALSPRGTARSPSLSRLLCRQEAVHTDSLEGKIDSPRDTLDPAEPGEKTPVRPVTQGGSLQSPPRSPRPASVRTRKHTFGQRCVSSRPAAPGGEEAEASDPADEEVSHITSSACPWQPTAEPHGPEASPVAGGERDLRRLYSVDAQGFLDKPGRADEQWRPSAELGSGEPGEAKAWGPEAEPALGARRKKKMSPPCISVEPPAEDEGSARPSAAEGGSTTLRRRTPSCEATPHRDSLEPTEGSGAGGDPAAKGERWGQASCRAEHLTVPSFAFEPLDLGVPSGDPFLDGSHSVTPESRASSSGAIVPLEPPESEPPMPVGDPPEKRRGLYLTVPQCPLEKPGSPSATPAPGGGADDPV
An asterisk follows results filed as active. Only part of the results is shown, so the mix of outcomes need not match the whole.

Cav3 T inh	compound
0.29	CC(=Nc1ccc2c(c1)nc(CO)n2C)C1=C(O)CC(C)(C)CC1=O
0.84	CCN(CC)C(=O)Cn1c(=O)n(-c2ccccc2)c(=O)c2c3c(sc21)CCC3
-0.16	COc1ccc2oc(=O)c(C(=O)Nc3ccccc3-c3ccccc3)cc2c1
-0.018	COc1ccc(N2CCN(C(=O)Cc3cccs3)CC2)cc1
-0.16	Cc1cccc(/C=N/n2c(C)cc(C)c(C#N)c2=O)c1
-6.2*	O=C(CN1CCN(c2ccccn2)CC1)N1c2ccccc2Sc2ccc(C(F)(F)F)cc21
0.65	CCc1ccc(-c2nc(CSCC(=O)NCCCN3CCCC3=O)c(C)o2)cc1
-0.067	CC(C)CC(=O)c1c[nH]c(C(=O)NCCCN2CCOCC2)c1
0.96	COc1ccc(S(=O)(=O)N(C)CC(=O)Nc2ccc(C(F)(F)F)cc2)cc1Cl
1.1	CC1(C)CC(=O)C2=C(C1)NCN(Cc1ccc3c(c1)OCO3)C2
-1.6	COc1ccc(N(CC(=O)NC2CCCC2)C(=O)c2ccc(N3CCCCC3)nc2)cc1
-0.024	C=CCn1c(SCC(=O)NC(=O)NCc2ccco2)nc2sc(CC)cc2c1=O
1.2	CCCNC(=O)C1CN(S(=O)(=O)c2ccccc2)CCN1S(=O)(=O)c1ccccc1 (stereo unspecified)
0.51	O=C(C1CCCO1)N1CCN(S(=O)(=O)c2cccc3nsnc23)CC1 (stereo unspecified)
-0.034	O=C(O)c1cc2cc(Cl)ccc2oc1=O
-0.45	Cc1ccc(NC(=O)CSc2nccc(=O)[nH]2)c(S(=O)(=O)N2CCOCC2)c1
1.7	CCOC(=O)C1(Cc2ccc(O)cc2)NC(c2ccccc2F)C2C(=O)N(C)C(=O)C21 (stereo unspecified)
-0.072	C=CCn1nnnc1SCC(=O)Nc1ccccc1C(=O)OC
-4.3*	c1coc(CNc2nc(N3CCCCC3)nc3ccccc23)c1
0.81	CN(C)CCNc1nc2c(c(=O)[nH]c(=O)n2C)n1CC(O)COc1ccc(Cl)cc1Cl (stereo unspecified)
0.93	NCCCC[C@H]1CNC(=O)C(=O)N1CCC12CC3CC(CC(C3)C1)C2
-0.83	COc1ccc(C(=O)CSc2nc3ccccc3n2CC(=O)NC(C)(C)C)cc1
0.0083	O=C(Oc1ccc(-c2cn3c(n2)SCC3)cc1)c1ccccc1
-1.3	COc1ccc(OC)c(C2C3=C(N=C4SCC(=O)N42)c2ccccc2CC3)c1 (stereo unspecified)
-1.8	CCOc1nc(NCCC2=CCCCC2)nc(N2CCOCC2)n1
0.65	O=C(O)C1C2C=CC(C2)C1C(=O)OCC1CCCO1 (stereo unspecified)
-0.46	COc1ccc(N2CCN(C(=N)/C(C(C)=O)=C(\C)O)CC2)cc1
-0.06	CSC(=NNC(=O)c1ccc(O)cc1)SC
-2	CCN1C(=O)C(C)S/C1=N\S(=O)(=O)c1ccc(Cl)s1 (stereo unspecified)
-0.01	CC(C)NC(=O)C1(c2ccccc2)CCOCC1
-0.0088	COC(=O)[C@@]1(Cc2ccc(OC)cc2)[C@H]2c3cc(C(=O)N4CCCC4)n(CCSCCO)c3C[C@H]2CN1C(=O)c1ccccc1
-3.1	Cc1cccc(NC(=O)CSc2nnc(-c3ccccc3C)o2)c1
-0.3	Cn1c(=O)c2c(ncn2CCCNC2=CC(C)(C)CC(=O)C2)n(C)c1=O
0.17	CCOc1cc(C2Nc3ccccc3C(=O)N2c2ccccc2OC)ccc1O (stereo unspecified)
1.5	CC1=C(C(=O)OC(C)C)C(c2cccnc2)C2=C(CC(C)(C)CC2=O)N1 (stereo unspecified)
-0.24	CCOC(=O)C1=C(C)NC(=O)NC1c1ccc(OC(C)C(=O)O)c(OC)c1 (stereo unspecified)
0.0099	CC1CCCN(S(=O)(=O)Cc2ccc(Cl)cc2)C1 (stereo unspecified)
-0.22	Cc1sc(NC(=O)CN2CCOCC2)c(C(=O)c2ccccc2)c1C
0.73	CCOC(=O)C1CCCN(C2CC(=O)N(c3ccc(C)c(C)c3)C2=O)C1 (stereo unspecified)
0.77	N#CC1(P(=O)(c2ccccc2)c2ccccc2)CC1

Marked active in Cav3 T inh, of those listed so far:
Cav3 T inh	compound
-6.2*	O=C(CN1CCN(c2ccccn2)CC1)N1c2ccccc2Sc2ccc(C(F)(F)F)cc21
-4.3*	c1coc(CNc2nc(N3CCCCC3)nc3ccccc23)c1

(cont.)
Cav3 T inh	compound
1.5	O=C(NCCCn1ccnc1)c1cccnc1
0.0088	CC(C)NC(=O)CN1C(=O)NC(CCc2ccccc2)C1=O (stereo unspecified)
-3	Clc1ccc(Cn2c(-c3cccnc3Cl)nc3ccccc32)c(Cl)c1
-0.044	CC1CCCCC1NC(=O)C(=O)NCC1CCCO1 (stereo unspecified)
-0.095	COCCNC(=O)c1nn(-c2cc(OC)cc(OC)c2)c(=O)c2ccccc12
-4.3*	CC(C)(C)Cc1nc2ccccc2n1CCc1ccccc1
-2.1	O=C(NCc1nc2ccccc2[nH]1)C1=C[C@H](c2csc3ccccc23)C[C@H](OCc2ccc(CO)cc2)O1
-1.4	CCCCCCCCC(=O)Nc1cc(C)ccc1OC
1.2	Cc1cccc(Cn2c(SCCN3CCCCC3)nc3c2c(=O)[nH]c(=O)n3C)c1
1.1	COc1ccc(NC(=O)C2CCCN2C(=O)Nc2ccccc2)cc1OC (stereo unspecified)
0.7	CC(C)(C)c1ccc(C(=O)NCCC(=O)N2CCN(c3ncccn3)CC2)cc1
-0.34	O=C(Oc1ccc2c(=O)c(Oc3ccc4ccccc4c3)coc2c1)c1ccco1
1.5	CCCCn1ccc(=O)c2c(C(F)(F)F)nccc21
2	CC(C)C(OC(=O)c1nsc(Cl)c1Cl)C(=O)NCc1ccc2c(c1)OCO2 (stereo unspecified)
-4.2*	Cc1ccc(S(=O)(=O)NC2CCCc3ccccc32)cc1C (stereo unspecified)
-0.19	CCOCCOc1nc2c(c(=O)n(C)c(=O)n2C)n1CCc1ccccc1
0.37	c1ccc(CN2CCN(c3nc4ccccc4c4ccccc34)CC2)cc1
-0.48	CCCCCC(=O)Nc1nc2ccccc2[nH]1
-1.1	O=C(COc1ccc(Cl)cc1Cl)NCCCCc1ccccc1
0.069	OC1(c2cn(Cc3ccccc3)nn2)CCCCC1

2 entries from above in another layout.
canonical_smiles	Cav3 T inh
c1ccc(CN2CCN(c3nc4ccccc4c4ccccc34)CC2)cc1	0.37
CC(C)NC(=O)CN1C(=O)NC(CCc2ccccc2)C1=O (stereo unspecified)	0.0088

Other records.
Cav3 T inh	compound
-0.059	CCOC(=O)c1nnn(CC(=O)Nc2cccc(F)c2)c1C(=O)OCC
0.4	CCN1CCn2c1nc(N1CCCCC1)nc2=O
2.4	CCc1c(C)c(C#N)c2nc3ccccc3n2c1NCCN(C)C
-0.26	CSc1ccccc1C(=O)Nc1cccc(N(C)S(C)(=O)=O)c1
-6.9*	COc1cccc(NC(=S)NCCC(c2ccccc2)c2ccccc2)c1
0.14	CCOc1ccc(Br)cc1CC(=O)O
-0.18	O=C(/C=C/c1ccco1)NC(=S)Nc1ccc(N2CCOCC2)c(Cl)c1
0.027	CCC(C)(C(=O)NC1CCCCC1)N(CC1CCCO1)C(=O)CNC(=O)c1ccccc1 (stereo unspecified)
-4	O=C(Nc1cnn(Cc2ccc(Cl)cc2Cl)c1)c1noc2c1CCCC2
0.51	COc1ccc(C(=O)Cn2c(=O)c(CCC(=O)O)nn3c4ccccc4nc23)cc1OC
0.09	CC1CCC/C=C/C(=O)c2c(O)cc(O)cc2CC(=O)O1 (stereo unspecified)
0.68	CC1CCCCN1C(=O)Cn1cc(C#N)c2ccccc21 (stereo unspecified)
-0.2	Cc1ccc(C(=O)NNC(=S)Nc2cccc3ccccc23)s1
-0.21	COc1nc(OC)nc(N(C)CCO)n1
0.04	Clc1cc(CSc2ccccc2)nc(-c2ccccc2)n1
0.036	Cc1nnc(SCC(=O)Nc2ccc(Br)cn2)[nH]c1=O
-1.5	CCC(C)c1nc2ccsc2c(N2CCOC2=O)c1-c1ccccc1 (stereo unspecified)
0.41	COc1ccc2c(c1OC)C(=O)OC2CC(=O)c1ccc(N(C)C)cc1 (stereo unspecified)
-0.52	Clc1ccc(-c2nn3c(C4COc5ccccc5O4)nnc3s2)cc1 (stereo unspecified)
-4.9*	O=C(COC(=O)[C@H](Cc1ccccc1)NS(=O)(=O)c1ccccc1F)NC1CCCCC1

In the list so far, 2 have bromine:
Cav3 T inh	compound
0.14	CCOc1ccc(Br)cc1CC(=O)O
0.036	Cc1nnc(SCC(=O)Nc2ccc(Br)cn2)[nH]c1=O

Later entries
Cav3 T inh	compound
-7*	Cc1ccc(NC(=O)NNC(=O)Cn2nc(-c3ccccc3)c(-c3ccccc3)c(C#N)c2=O)cc1
0.49	c1ccc(N2CCN(Cc3nnnn3C3CCCCC3)CC2)cc1
0.64	Cc1cccc(C(=O)O/N=C(\N)c2cccc([N+](=O)[O-])c2)c1
0.61	COC(=O)c1ccccc1NC(=O)CN(c1ccc(OC)cc1)S(C)(=O)=O
0.59	O=C(CCN1CCCCC1)c1ccccc1
-0.034	COc1ccc(S(=O)(=O)N2CCC(C(N)=O)CC2)cc1
-1.1	Cc1ccc(C)c(N2CCN(S(=O)(=O)c3ccc4c(c3)oc(=O)n4C)CC2)c1
1.7	Cc1nc(N2CCN(C)CC2)c2c(C)c(C(=O)Nc3ccc(F)cc3)sc2n1
-4.3*	c1ccc(CSc2nnc(-c3ccco3)n2Cc2ccccc2)cc1
-0.072	O=C(c1ccccc1-c1ccccc1)N1CCOCC1
0.47	S=c1[nH]ncn1/N=C/c1ccc(Br)cc1
-0.24	CN(C)/C=C/C(=O)c1cccc(Cl)c1
-0.64	CC(NC(=O)C1CC1)C(c1cccs1)N1CCN(c2ccccc2)CC1 (stereo unspecified)
0.24	CCC(=O)Nc1cc(C(=O)OCC(=O)c2ccccc2Cl)ccc1C
2.3	Cn1c(C(=O)N2CCN(c3ncccn3)CC2)cc2c(=O)n(C)c3ccccc3c21
-0.84	O=C1c2ccccc2S(=O)(=O)c2cc(N3CCC4(CC3)OCCO4)ccc21
-0.027	CC(NC(=O)c1ccc(=O)oc1)c1ccccc1 (stereo unspecified)
-1	CC(C)CNC(=S)NNC(=O)c1csc2ccccc12
-0.19	CCc1nc2c(c(SC)nn2-c2ccccc2)c(N)c1C(=O)OC
-1.1	CN(C)c1ccc(/C=N/NC(=O)C(O)(c2ccccc2)c2ccccc2)o1
0.93	Cc1c(NC(=O)c2c(F)c(F)c(F)c(F)c2F)c(=O)n(-c2ccccc2)n1C
-0.27	CCn1c(=O)c(=O)[nH]c2cc(C(=O)N3CCN(c4ccccc4F)CC3)ccc21
-0.12	Cc1ccc(NC(=O)CC2NCCNC2=O)cc1 (stereo unspecified)
-5.4*	Cc1onc(-c2ccccc2Cl)c1C(=O)Nc1sc2c(c1C#N)CCC2
-0.42	CC1(c2ccc3noc(-c4ccccc4)c3c2)OCCO1
0.48	O=C(C1CCN(S(=O)(=O)c2ccc3c(c2)OCCO3)CC1)N1CCc2ccccc21
0.63	O=C(CSc1nnc(CNC(=O)c2ccccc2F)o1)NCC1CCCO1 (stereo unspecified)
0.24	Cc1cc(=O)[nH]c(SCC(=O)N2CCC(C(N)=O)CC2)n1
-0.78	OCCOc1ccc(C2=NCCO2)cc1
0.35	Cc1nnc(SCc2ccon2)n1-c1ccccc1
-0.04	CC(=O)OC(Cn1nc(C)cc1C)c1ccccc1 (stereo unspecified)
-1.6	CCOC(=O)c1c(-c2ccc(C)o2)csc1N
0.78	COc1ccc(-c2cc(-c3cc(F)ccc3O)[nH]n2)cc1OC
-0.28	CC(=NC1CC1)C1=C(O)c2ccccc2C1=O
1.5	CCN(CC)CCNC(=O)C1c2ccccc2C(=O)N(CCOC)C1c1ccc(F)cc1 (stereo unspecified)
0.3	Cc1ccccc1Nc1nc(N)nc(CSc2nnc3sc4ccccc4n23)n1
0.24	COc1ccc(/C=N/NC(=O)c2nc(Cl)c(Cl)c(N)c2Cl)cc1COc1ccc(F)cc1F
-0.86	COC(=O)c1cc(NS(=O)(=O)c2ccc(N3CCCCCC3)c([N+](=O)[O-])c2)cc(C(=O)OC)c1
0.52	NC[C@@H]1O[C@H](C23CC4CC(CC(C4)C2)C3)Cc2c1ccc(O)c2O
0.061	O=C(NC(=S)NCCN1CCOCC1)c1ccc(Cl)cc1Cl

Exported with each value named: part of the list above
Cc1ccccc1Nc1nc(N)nc(CSc2nnc3sc4ccccc4n23)n1
  Cav3 T inh = 0.3
Cc1nnc(SCc2ccon2)n1-c1ccccc1
  Cav3 T inh = 0.35

New compounds follow
Cav3 T inh	compound
-4.2*	CC(C)c1ccc(C(=O)NCCCc2ccccc2)cc1
0.16	COc1ccc2nc(N)sc2c1
-1.3	Cc1ccccc1CSc1nncn1N
1	Cc1onc(-c2ccccc2)c1C(=O)NCc1cccnc1
0.96	Nc1ncnc2c1cnn2-c1ccccc1
1.1	Cc1ccc(CNC(=O)NC2CCCCC2)cc1
-0.49	COc1ccc(N/N=C(\C=N\O)C(=O)c2ccc(OC)cc2)cc1
-0.062	CC1=C(C(=O)N2CCOCC2)C(c2ccsc2)C2=C(CCCC2=O)N1 (stereo unspecified)
0.86	CN(C(=O)c1ccc(S(=O)(=O)NC2CCCC2)cc1)C1CCCCC1
-0.35	CCCc1ccc(OCCNC(C)=O)cc1
